# Screening data from PubChem.
# GlmU inhibition = inhibition of mycobacterial GlmU enzyme – biochemical, glucosamine-1-phosphate acetyltransferase (AID 1376) | M. tuberculosis GlmU acetyltransferase enzyme assay; higher % means a stronger effect | Bifunctional protein GlmU (Mycobacterium tuberculosis (strain ATCC 25618 / H37Rv)) | 220,000 compounds, 0.25% hits | one-dose inhibition, %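 (tested at 30 µM in the primary screen)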; IC50 in µM for titrated hits; in the data active means inhibition above about 13%;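 further: 0% = complete reaction with vehicle and 100% = reaction without substrate; strong numbers were not always called active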
# Mtb RmlCD inh = M. tuberculosis RmlC/RmlD coupled enzyme inhibitors, primary screen, biochemical, compound mixtures, 384-well, from 1536-well plates; dTDP-4-dehydrorhamnose reductase (Mycobacterium tuberculosis (strain ATCC 25618 / H37Rv)) …; RmlC+RmlD coupled enzyme assay, percent inhibition; primary screen in compound mixtures; inhibition, % at 3.6 µM; 160,000 compounds, 0.03% hits; AID 1533, 2009; in the data active means inhibition mostly above about 34%, no sharp cut-off; further: some results filed as inactive read as strong as hits
# Target sequence (P9WH09 whole entry, looked up): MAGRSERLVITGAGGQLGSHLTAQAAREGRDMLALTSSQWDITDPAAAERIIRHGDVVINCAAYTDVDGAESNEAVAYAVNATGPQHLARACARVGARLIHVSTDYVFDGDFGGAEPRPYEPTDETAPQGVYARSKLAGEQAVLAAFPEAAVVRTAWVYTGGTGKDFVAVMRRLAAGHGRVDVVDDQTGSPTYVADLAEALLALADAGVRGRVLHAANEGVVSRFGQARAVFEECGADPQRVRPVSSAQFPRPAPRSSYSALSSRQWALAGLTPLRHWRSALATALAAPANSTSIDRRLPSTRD
# Target sequence (P9WH11 whole entry, looked up): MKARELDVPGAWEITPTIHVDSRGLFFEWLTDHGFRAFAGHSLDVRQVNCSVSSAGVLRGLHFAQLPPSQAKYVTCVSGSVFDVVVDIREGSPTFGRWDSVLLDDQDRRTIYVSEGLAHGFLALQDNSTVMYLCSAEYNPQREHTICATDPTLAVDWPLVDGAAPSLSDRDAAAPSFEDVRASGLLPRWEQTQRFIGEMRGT
# The depositor's hits bear a star; . = not tested or not shown; & = joins results of further samples.
SMILES,GlmU inhibition,Mtb RmlCD inh
COC(=O)c1ccc(CSc2nnc(N)s2)o1,-2.2%,-3
CCN=C1SC(C(=O)Nc2cc(Cl)cc(Cl)c2)CC(=O)N1CC (configuration not stated),-5.2%,8
Cc1cc(C)nc(NC(=NCCc2c[nH]c3ccccc23)NC(=O)Nc2cccc([N+](=O)[O-])c2)n1,0.9%,9
COc1cc2cc(CN(CCCN3CCOCC3)C(=O)Nc3ccccc3F)c(=O)[nH]c2cc1OC,-8.2%,22
Cc1cc(C)c(C(=O)Cn2nc(C)c([N+](=O)[O-])c2C)cc1C,-7.6%,-14
CC(C)n1cc(/C=N/NC(=O)COc2cccc3cccnc23)c2ccccc21,-7.0%,-5
Cc1cc(C(=O)NC2CCCc3ccccc32)no1 (configuration not stated),5.2%,-10
NCCCC[C@H]1CNC(=S)N1CC1(c2ccccc2)CC1,-0.5%,.
Nc1ccc(S(=O)(=O)N2CCCCC2c2cccnc2)cc1 (configuration not stated),1.1%,-7
Nc1ccc(-c2ccc(N)cc2C(F)(F)F)c(C(F)(F)F)c1,0.8%,9
COc1cccc2cc(C(=O)N3CCN(C(=O)c4ccccc4)CC3)c(=O)oc12,-0.2%,.
COc1ccc(-c2nc3c4ccccc4ccn3c2CN2CCCCC2)cc1OC,3.0%,3
CCOC(=O)c1cc(C(=O)n2cc(Cl)cn2)nn1C,3.6%,.
CN(C)N1C(N)=C(C#N)C(c2cccc3ccccc23)C2=C1CC(c1ccccc1)CC2=O (configuration not stated),0.6%,-1
Cc1cccc(C(=O)N2CCCCCC2)c1,-2.4%,-6
Cc1nc2ccccc2nc1N1CCCCC1,3.5%,.
CCn1c(CNC(=O)c2cccc(C)c2)nnc1SCC(=O)NC1CCCCC1C (configuration not stated),0.0%,.
COC(=O)c1ccccc1NC(=O)c1cc2ncc(Br)cn2n1,10%,-3
CCC(C)N(C(=O)c1csnn1)C(C(=O)NC(C)(C)C)c1ccccc1 (configuration not stated),-2.5%,1
CCNC(=O)CN(c1ccccc1)S(=O)(=O)c1ccc(Cl)cc1,1.1%,.

# Three records picked at random from the list so far:
SMILES,GlmU inhibition,Mtb RmlCD inh
CCOC(=O)c1cc(C(=O)n2cc(Cl)cn2)nn1C,3.6%,.
CCn1c(CNC(=O)c2cccc(C)c2)nnc1SCC(=O)NC1CCCCC1C (configuration not stated),0.0%,.
COc1ccc(-c2nc3c4ccccc4ccn3c2CN2CCCCC2)cc1OC,3.0%,3

# (more compounds)
SMILES,GlmU inhibition,Mtb RmlCD inh
Cc1cccn2c(=O)c3cc(C(=O)NC(C)c4ccccc4)c(=N)n(CCCn4ccnc4)c3nc12 (configuration not stated),-1.0%,8
O/N=C(/CCc1ccccc1)C1(O)CCCCC1,1.1%,.
COc1ccccc1-c1nnc(NC(=O)c2ccccc2F)o1,-7.8%,2
CC[n+]1oc(-c2ccccc2)cc1C,-5.3%,-6
COc1ccc(C/C(C)=N/NC(=S)Nc2ccccc2)cc1,5.3%,9
O=S(=O)(NCC1CCCO1)c1ccc(S(=O)(=O)N(Cc2ccc(F)cc2)Cc2ccccn2)cc1 (configuration not stated),-3.8%,0
CCN(CC)S(=O)(=O)c1cccc(C(=O)NC(Cc2c[nH]c3ccccc23)c2nnc3n2CCC3)c1 (configuration not stated),-1.2%,-9
O=C(CCl)N(Cc1cccc([N+](=O)[O-])c1)c1cccc(Cl)c1,1.6%,3
CC(=O)Oc1ccc(N2C(=O)CC(N3CCOCC3)C2=O)cc1 (configuration not stated),3.0%,8
CC(=O)Nc1nc2ccc(Br)cc2s1,.,1
CSc1nc(C)cc(Oc2ccccc2)n1,-2.5%,-14
CCN(CC)C(=O)CSc1ncnc2sc(C)c(C)c12,-0.4%,.
Cc1ccc(C)c(-c2nc3cc(N)ccc3o2)c1,-6.6%,-8
N#Cc1cnn2c1nc(N1CCCCC1)c1ccccc12,0.3%,6
CCOCCCNC(=O)c1cn(C)c2ccc(S(=O)(=O)N(C)C3CCCCC3)cc2c1=O,.,2
O=[N+]([O-])c1ccc(CN2CCSCC2)cc1,0.1%,2
CC(C)(C)c1nc(N2CCN(C(=O)c3ccco3)CC2)c2nnn(Cc3ccccc3Cl)c2n1,3.5%,.
CCN1CCN(CC(=O)c2c[nH]c3ccccc23)CC1,5.1%,.
O=c1[nH]c(C(F)(F)F)nc2c1nnn2Cc1ccccc1F,0.3%,-7
CC(=O)Nc1ccc(S(=O)(=O)Nc2cc(C)ccn2)cc1,0.5%,0
CCN(CC)S(=O)(=O)c1ccc(NS(=O)(=O)c2ccc(O)c([N+](=O)[O-])c2)cc1,2.7%,.
CCCNCc1nnc(-c2ccccc2Cl)o1,0.5%,.
O=C(Nc1ccc(Br)cc1)c1cccn1-c1ncc(C(F)(F)F)cc1Cl,4.0%,.
CC/C(=N\NC(=O)Nc1nonc1N)c1ccc(OC)c(OC)c1,-3.1%,-6
COc1ccc(NC(=O)CCC(=O)OCC(=O)c2ccc(Oc3ccc([N+](=O)[O-])cc3)cc2)cc1,5.3%,-7
CN/N=C(\Cc1nc2ccccc2[nH]1)c1ccc([N+](=O)[O-])cc1,2.3%,-12
COC(=O)c1cccc(NC(=O)CSc2nnc(C)n2Cc2ccccc2)c1,2.6%,.
CC(C)=CCC(C)(C)C1OCCN1C(=O)Nc1ccccc1 (configuration not stated),-3.0%,.
CCCCNC(=O)C1CCC(CNc2c(N3CCC(C)CC3)c(=O)c2=O)CC1 (configuration not stated),-3.2%,10
Brc1ccc2[nH]c3nc(SCCN4CCOCC4)nnc3c2c1,-3.7%,0
COc1ccc(C(C[N+](=O)[O-])c2c(-c3ccccc3)cc3ccccn23)c(OC)c1 (configuration not stated),1.5%,-7
COc1c(C(C)C)oc2cc3oc(=O)ccc3cc12,-5.1%,8
CCOc1cc(-c2cc(N)n[nH]2)cc(OCC)c1OCC,.,-5
CCOC(=O)C1(Cc2cccc(Cl)c2)CCCN(C(=O)CCOC)C1 (configuration not stated),-0.7%,-19
Cc1cc(C)c2nc(-c3ccccn3)cc(C(=O)Nc3ccc(S(=O)(=O)Nc4onc(C)c4C)cc3)c2c1,9.0%,11
CCCCn1nc2cc(C(=O)NC3CCc4ccccc43)ccc2c1OCC (configuration not stated),1.2%,.
Cc1ccccc1-c1noc(-c2ccccc2C(=O)NCC2CCCO2)n1 (configuration not stated),-0.8%,-4
Cc1cccc(OCCNC(=O)CSc2ccc(C(F)(F)F)cc2[N+](=O)[O-])c1,0.7%,.
CC(NS(=O)(=O)c1ccccc1)C(=O)Nc1ccc(S(N)(=O)=O)cc1 (configuration not stated),6.9%,1
Cc1ccc(NC(=O)Cn2nc(-c3ccccc3)nc2-c2ccccc2)c(C)c1,-0.6%,11
COC(=O)c1c(C)[nH]c(C(=O)CC#N)c1C,-6.7%,0
CC(C)CC(=O)N1CCN(S(C)(=O)=O)CC1,3.9%,7
CCOC(=O)C1Sc2ccccc2NC1=O (configuration not stated),-0.8%,9
CCC(=O)NC(Nc1c(C)n(C)n(-c2ccccc2)c1=O)C(Cl)(Cl)Cl (configuration not stated),-3.5%,0
O=C1OCCC1Sc1nc2ccccc2s1 (configuration not stated),1.0%,-5
COc1cc(CN2CCC(N3CCC(C(=O)N4CCCC4)CC3)CC2)cc2c1OCO2,2.4%,6
O=Cc1cn(CC(=O)N2CCCc3ccccc32)c2ccccc12,2.9%,.
CCOc1ccc(CC(=O)Nc2sc(Cc3ccccc3)cc2C(N)=O)cc1OCC,3.5%,60
CCOc1cc(/C=N/NC(N)=O)cc(Br)c1OCc1ccccc1F,0.1%,.
COc1ccc(-n2c(Cc3cccn3C)nnc2SCC(=O)NC2CCCCC2)cc1,3.5%&-0.2%,-6

# Further structures follow:
SMILES,GlmU inhibition,Mtb RmlCD inh
Cc1ccccc1NC(=O)Cn1c(=O)n(Cc2ccccc2)c(=O)c2c(C)c(C)sc21,-5.2%,-7
Cn1c(=O)c(C(=O)CN2CC(=O)Nc3ccccc32)c(N)n(Cc2ccccc2)c1=O,2.3%,4
COC(=O)CC1C(=O)NCCN1C(=O)CSc1nnc(Nc2ccc(C)cc2)s1 (configuration not stated),9.3%,.
Brc1ccc(OCCOc2cccc3cccnc23)cc1,7.0%,-7
CSc1ccc(/C=C/C(=O)Nc2ccccc2)cc1,0.3%,-9
COc1cc2c(C(=O)O)c(C)n(-c3ccccc3)c2c2ccccc12,1.0%,9
CN1/C(=C\C(=O)CSc2nncn2C)C(C)(C)c2ccccc21,-10%,27
CCN1C(=O)/C(=C2\C=Cc3ccccc3N2CC)SC1=S,1.5%,1
Cc1cccc(C)c1OCC(O)CN1CCC(CN2C(=O)c3cccc4cccc(c34)C2=O)CC1 (configuration not stated),-3.4%,7
O=S(=O)(NCC(c1ccco1)N1CCOCC1)c1ccc(Cl)cc1 (configuration not stated),-2.1%,1
COC(=O)C1=C(c2cccc(OC)c2OC)C[C@@H]2CC[C@H]1N2C(=O)NCc1cccc2ccccc12,-5.0%,.
COc1ccc([C@H]2/C=C\CN(Cc3ccc(N(C)C)cc3)[C@@H](C)C(=O)N2Cc2ccc(F)cc2)cc1,-0.8%,.
C/C(=N\NC(=S)NCCc1ccccc1)c1ccc(Cl)cc1,-4.6%,-9
N#Cc1ccsc1NC(=O)CSc1ncn[nH]1,-2.3%,5
CCOc1ccc(NC2OCC(O)C(O)C2O)c([N+](=O)[O-])c1 (configuration not stated),3.4%,.
O=C(NCc1cccs1)C1CCN(S(=O)(=O)c2cccs2)CC1,-2.2%,18
COCCNC(=S)N1CCN(c2cccc(C(F)(F)F)c2)CC1,-1.0%,-17
O=c1cc(O)c2sc(Nc3ccc(Cl)c(F)c3)nc2[nH]1,-0.9%,4
CC(NC(=O)c1ccccc1)C(=O)N/N=C/c1ccccc1 (configuration not stated),-1.1%,-3
O=C(Nc1cccc(C2OCCCO2)c1)c1cccs1,-2.1%,.
O=C(CC1CCS(=O)(=O)C1)Nc1ccc[nH]c1=O (configuration not stated),-1.6%,.
CCOCCCNC(=O)C(c1ccccc1)N(Cc1cccs1)C(=O)CNC(C)=O (configuration not stated),0.9%,.
O=C(c1noc2c1CCCC2)N1CCOCC1,7.3%,.
CC(C)c1ccc(C(CC(=O)O)NC(=O)c2cccs2)cc1 (configuration not stated),-3.0%,9
CCc1ccccc1NC(=O)COc1ccc2oc(-c3ccc(OC)cc3)cc(=O)c2c1,-1.9%,9
CCOC(=O)CN1C(=O)N[C@H](c2ccc(Br)cc2)C(C(C)=O)=C1C,-1.1%,.
CCC(SC1=N/C(=C/c2ccccc2)C(=O)N1c1ccccc1)C(=O)Nc1cc(C)on1 (configuration not stated),5.3%,-3
OC1(C2(O)CC(c3ccccc3)ON2)CCCCC1 (configuration not stated),-1.3%,7
COc1ccc(C(=O)Nc2nc(C)cc(C)n2)cc1,7.6%,-6
O=[N+]([O-])c1ccccc1CN1CCN(Cc2c[nH]c3ccccc23)CC1,-1.3%,-13
Cc1cc(NC(=O)Nc2cc(C)nn2-c2ccccc2)n(-c2ccccc2)n1,0.8%,4
S=C(NCCN1CCOCC1)N/N=C/c1ccccc1,-2.6%,2
Cc1ccccc1OCCSc1nnc(-c2ccncc2)n1C,0.2%,-6
Cc1c(C(=O)O)cccc1-n1c(C)cc(C=O)c1C,1.2%,.
CCCc1ccc(-c2c(C)sc(NC(=O)c3ccnn3C)c2C#N)cc1,3.0%,.
Cc1ccc(CSCC(=O)Nc2ccccc2F)cc1,0.7%,.
COc1ccc(NC(=O)CCC(=O)N(Cc2ccc(OC)c(OC)c2)c2nccs2)c(OC)c1,3.8%,3
CCSc1nnc(N(CCC(=O)O)CCC(=O)O)s1,2.5%,6
COc1ccc(CNc2ccc(Br)cc2)cc1,7.2%,-7
Nc1cccnc1Sc1cc(Cl)cc(Cl)c1,-1.3%,-2
COc1ccc(C2=CC(c3sccc3C)n3nnnc3N2)cc1 (configuration not stated),1.5%,.
CSc1nc(N)c2c(C)c(C)sc2n1,-4.7%,4
CCOC(=O)c1cnc2c(-c3cccc(Br)c3)cnn2c1C,-4.9%,-11

# Molecules above with an aryl thioether with sulfur outside any ring, in the order listed:
SMILES,GlmU inhibition,Mtb RmlCD inh
COC(=O)c1ccc(CSc2nnc(N)s2)o1,-2.2%,-3
CCn1c(CNC(=O)c2cccc(C)c2)nnc1SCC(=O)NC1CCCCC1C (configuration not stated),0.0%,.
CSc1nc(C)cc(Oc2ccccc2)n1,-2.5%,-14
CCN(CC)C(=O)CSc1ncnc2sc(C)c(C)c12,-0.4%,.
COC(=O)c1cccc(NC(=O)CSc2nnc(C)n2Cc2ccccc2)c1,2.6%,.
Brc1ccc2[nH]c3nc(SCCN4CCOCC4)nnc3c2c1,-3.7%,0
Cc1cccc(OCCNC(=O)CSc2ccc(C(F)(F)F)cc2[N+](=O)[O-])c1,0.7%,.
O=C1OCCC1Sc1nc2ccccc2s1 (configuration not stated),1.0%,-5
COc1ccc(-n2c(Cc3cccn3C)nnc2SCC(=O)NC2CCCCC2)cc1,3.5%&-0.2%,-6
COC(=O)CC1C(=O)NCCN1C(=O)CSc1nnc(Nc2ccc(C)cc2)s1 (configuration not stated),9.3%,.
CSc1ccc(/C=C/C(=O)Nc2ccccc2)cc1,0.3%,-9
CN1/C(=C\C(=O)CSc2nncn2C)C(C)(C)c2ccccc21,-10%,27
N#Cc1ccsc1NC(=O)CSc1ncn[nH]1,-2.3%,5
Cc1ccccc1OCCSc1nnc(-c2ccncc2)n1C,0.2%,-6
CCSc1nnc(N(CCC(=O)O)CCC(=O)O)s1,2.5%,6
Nc1cccnc1Sc1cc(Cl)cc(Cl)c1,-1.3%,-2
CSc1nc(N)c2c(C)c(C)sc2n1,-4.7%,4

# Some of the compounds tested. The share of hits here may be higher or lower than overall.
